# Screening data deposited in PubChem BioAssay by The Scripps Research Institute Molecular Screening Center.
# CHRM5 PAM = CHRM5 positive allosteric modulation; AID 624038; 360,000 tested, 0.3% active; activation, % at 3 µM; CHO-K1 hM5, Fluo-8 calcium, ACh EC20 PAM; 0% = ACh EC20, 100% = ACh EC100; P08912;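 active = activation above the run cutoff, the mean activation of all test compounds plus 3 SD, cut at about 18% in these data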
# Target sequence (P08912 whole entry, looked up): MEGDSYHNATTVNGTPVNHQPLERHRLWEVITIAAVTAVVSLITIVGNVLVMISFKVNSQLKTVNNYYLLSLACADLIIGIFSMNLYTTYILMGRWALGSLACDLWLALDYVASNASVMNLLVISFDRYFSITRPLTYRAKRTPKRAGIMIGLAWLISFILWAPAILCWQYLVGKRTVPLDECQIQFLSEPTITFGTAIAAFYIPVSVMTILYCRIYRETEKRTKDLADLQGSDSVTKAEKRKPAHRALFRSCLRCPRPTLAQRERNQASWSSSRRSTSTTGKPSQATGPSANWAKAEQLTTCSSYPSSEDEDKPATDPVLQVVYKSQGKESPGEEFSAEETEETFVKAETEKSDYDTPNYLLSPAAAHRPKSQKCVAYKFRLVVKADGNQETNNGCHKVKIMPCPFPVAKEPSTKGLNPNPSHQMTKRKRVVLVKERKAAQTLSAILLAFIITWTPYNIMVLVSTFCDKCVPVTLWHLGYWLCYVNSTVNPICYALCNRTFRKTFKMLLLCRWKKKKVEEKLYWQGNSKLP
#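 System: CHO-K1 cell line with stable human muscarinic M5 receptor expression | Also added: EC20 acetylcholine as agonist stimulus | Compound: One concentration, 3 µM final (nominal) | Timing: Fluo-8 loading 80 min at 37 °C plus 30 min room temperature | Measured by: Fluo-8 calcium dye fluorescence, kinetic read | Read-out basis: % activation, ACh-normalized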
# M5 ag = CHRM5 agonism in calcium assay. P08912. CHO-K1 hM5 cells, Fluo-8 calcium fluorescence; 0% DMSO wells, 100% maximal acetylcholine response. activation, % at 3 µM. 360,000 tested, 0.19% active;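 active = activation above the run's mean over test compounds plus 3 SD, cut at about 23% in these data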;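 note: signal is peak over basal fluorescence ratio across the kinetic read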
# CHRM4 PAM = positive allosteric modulators of human muscarinic M4 receptor | P08173 | CHO-K1 hM4/Gqi5, Fluo-8 calcium fluorescence, ACh EC20; 0% = ACh EC20, 100% = maximal ACh | activation, % at 3 µM | 360,000 tested, 0.4% active;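 active = activation above its plate's cutoff, the mean activation of sample wells plus 3 SD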; note: some results filed as inactive read as strong as hits
# Target sequence (P08173 whole entry, looked up): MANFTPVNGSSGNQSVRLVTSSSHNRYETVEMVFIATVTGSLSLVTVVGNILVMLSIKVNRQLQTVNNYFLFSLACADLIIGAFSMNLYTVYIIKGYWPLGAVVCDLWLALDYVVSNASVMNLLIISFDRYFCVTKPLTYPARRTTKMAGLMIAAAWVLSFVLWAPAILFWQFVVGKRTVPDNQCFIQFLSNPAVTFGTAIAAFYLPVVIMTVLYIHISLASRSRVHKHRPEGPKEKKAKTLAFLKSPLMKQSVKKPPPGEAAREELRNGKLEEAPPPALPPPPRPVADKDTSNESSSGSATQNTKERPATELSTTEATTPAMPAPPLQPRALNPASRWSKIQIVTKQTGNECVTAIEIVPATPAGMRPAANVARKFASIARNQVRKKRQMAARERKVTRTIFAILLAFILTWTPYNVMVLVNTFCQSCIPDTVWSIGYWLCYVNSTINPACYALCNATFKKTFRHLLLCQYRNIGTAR
# M1 ag parental = M1 agonist counterscreen hit in parental CHO-K1 cells; Fluo-8 calcium fluorescence; scaled to maximal ATP response, vehicle zero; activation, % at 3 µM; 360,000 tested, 0.48% active; AID 602248; in the data active = activation above about 15%;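 note: untransfected CHO-K1 host cells lacking M1 receptor as counterscreen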
# M4 antag = blocks acetylcholine activation of human M4 receptor | CHO-hM4 cells, ACh EC80, Fluo-8 calcium fluorescence | inhibition, % at 3 µM | 360,000 tested, 0.73% active;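 active = inhibition above its plate's cutoff, the mean inhibition of sample wells plus 3 SD, cut at about 27% in these data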;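 note: 0% = acetylcholine EC80 with DMSO and 100% = DMSO without agonist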
# CHRM5 antagonist = blocks acetylcholine activation of human M5 receptor. P08912. CHO-hM5 cells, Fluo-8 calcium fluorescence, ACh EC80. inhibition, % at 3 µM. 360,000 tested, 0.59% active. AID 624040;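 active = inhibition above a per-plate cutoff, the mean of that plate's test compounds plus 3 SD, cut at about 27% in these data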;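 note: 0% = acetylcholine EC80 with DMSO and 100% = DMSO without agonist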
# CHO-K1 Ca PAM = counter-screen for M1 PAMs: effect in parental CHO-K1 cells. 360,000 tested, 0.02% active. ATP EC20, Fluo-8 calcium fluorescence; 0% at ATP EC20, 100% at ATP max. activation, % at 3 µM;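 active = activation above the run cutoff, the mean activation of all test compounds plus 3 SD, cut at about 40% in these data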;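 note: peak over basal fluorescence ratio in a 140 s read after ATP addition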
# CHO-K1 Ca antag = M1 antagonist counterscreen hit in parental CHO-K1 cells | 360,000 tested, 0.6% active | inhibition, % at 3 µM | ATP-induced calcium, Fluo-8 fluorescence;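 active = inhibition above a per-plate cutoff, the plate's mean sample inhibition plus 3 SD, cut at about 24% in these data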;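 note: 0% = DMSO plus EC80 ATP and 100% = DMSO alone without ATP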
# CHRM4 agonist = CHRM4 agonism in calcium assay; CHO-K1 hM4/Gqi5, Fluo-8 calcium fluorescence; vehicle 0%, full acetylcholine response 100%; activation, % at 3 µM; 360,000 tested, 0.14% active; AID 624127;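 active = activation above the run mean over all test wells plus 3 SD, cut at about 32% in these data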;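 note: peak over basal fluorescence ratio per well then scaled between controls; 0% = DMSO wells and 100% = acetylcholine at EC100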
# Numbers without * were called inactive. This is a random part of the collection. About 2.7% of those tested had a hit in this group.
SMILES	CHRM5 PAM	M5 ag	CHRM4 PAM	M1 ag parental	M4 antag	CHRM5 antagonist	CHO-K1 Ca PAM	CHO-K1 Ca antag	CHRM4 agonist
O=C(NC1CC1)C1=C[C@H](c2ccc(C(F)(F)F)cc2)C[C@H](OCc2ccc(CO)cc2)O1	-0.9	4.7	10.5	2.5	-7.1	10.4	13.8	-11.9	7.9
O=C(CSc1nnc(C2CC2)n1-c1ccccc1)N1CCNC1=O	0.5	0.9	6.6	0.7	-8.9	5.4	17.3	-15.5	0.6
CCc1cccc(NC(=O)c2snc3c(=O)[nH]cnc23)c1	-4.6	-2.8	-2.1	0.5	4.2	0.1	14.0	-13.8	0.4
Cc1c(NC(=S)N2CCN(c3ccc(F)cc3)CC2)c(=O)n(-c2ccccc2)n1C	-5.4	-3.5	11.9	-0.2	-9.8	3.8	-19.8	0.8	1.9
Cc1c(C)c(C)c(S(=O)(=O)NCCc2ccncc2)c(C)c1C	-5.0	-1.3	-2.6	5.2	1.8	2.4	6.6	-14.0	3.7
Cc1c(Cl)cccc1NC(=O)CCCCCN1C(=O)CCC1=O	7.8	-0.8	5.2	0.4	-0.4	-2.4	17.6	-15.4	0.5
Cc1cc(C)nc(SCC(=O)OCC(=O)Nc2nc3ccccc3s2)n1	-6.2	6.8	-2.8	8.5	-0.3	0.4	-1.5	-5.5	11.4
Nc1nc2ccc([N+](=O)[O-])cc2[nH]1	9.4	0.5	11.7	-0.2	-4.0	-2.7	-11.6	-4.0	0.8
Cc1cc(C(=O)N2CC=C(c3ccccc3)CC2)c2ccccc2n1	-2.7	-1.8	-1.4	5.7	-27.3	2.3	0.7	-5.5	15.9
O=C(CSCCO)Nc1ccc([N+](=O)[O-])cc1	-1.3	0.5	5.6	0.3	-6.3	-6.2	-3.4	-4.0	1.5
NC1=NCC(O)=C1c1nc2ccccc2[nH]1	-4.8	0.1	-3.0	0.3	-3.2	9.8	0.3	0.6	1.1
CN(c1cc(=O)n2ccccc2n1)C1CCCCC1	4.2	-2.7	7.2	0.3	2.1	1.3	16.5	-3.7	-0.9
COc1ccc(-n2c(=O)c3c4c(sc3n(CC(=O)NCc3ccco3)c2=O)CCC4)c(OC)c1	5.2	3.5	1.3	0.1	11.5	-2.2	15.7	-5.6	-0.8
O=C(NCc1ccco1)c1ccc(-c2ccc3nccn3c2)cc1	-9.5	0.0	0.7	0.6	-8.0	9.4	1.9	-0.5	2.0
COc1ccccc1-c1noc2c1C(=O)NCC2	8.9	0.3	1.8	0.3	-6.6	-9.5	-12.1	1.0	1.3
O=C(Cc1c(F)cccc1Cl)Nc1ccccc1C(=O)N1CCCCC1	6.0	0.6	-0.6	1.1	10.7	-0.5	-4.8	-4.3	0.4
CCCS(=O)(=O)N1CCCC(C(=O)Nc2ccc3c(c2)CCC3)C1 (configuration not stated)	-2.0	-1.7	-0.1	1.6	-15.7	2.6	11.4	-9.2	3.8
O=C(Nc1cc(S(=O)(=O)N2CCOCC2)ccc1N1CCCCC1)c1cc(-c2ccccn2)nc2ccccc12	-1.5	0.7	-3.7	2.2	-6.0	4.3	5.1	-1.4	5.2
C=CCN(Cc1nc(-c2ccccc2)no1)C(=O)c1ccc2c(c1)OCO2	2.5	-2.7	1.5	9.3	-17.9	2.2	3.7	-5.8	4.8
CCOc1ccc(CCNC(=O)COC(=O)C2CCN(S(=O)(=O)c3ccccc3)CC2)cc1OCC	3.0	1.3	-3.1	2.6	2.0	4.0	2.7	-6.5	6.8

# A draw from above in order of count of non-hydrogen atoms, falling:
SMILES	CHRM5 PAM	M5 ag	CHRM4 PAM	M1 ag parental	M4 antag	CHRM5 antagonist	CHO-K1 Ca PAM	CHO-K1 Ca antag	CHRM4 agonist
CCOc1ccc(CCNC(=O)COC(=O)C2CCN(S(=O)(=O)c3ccccc3)CC2)cc1OCC	3.0	1.3	-3.1	2.6	2.0	4.0	2.7	-6.5	6.8
COc1ccc(-n2c(=O)c3c4c(sc3n(CC(=O)NCc3ccco3)c2=O)CCC4)c(OC)c1	5.2	3.5	1.3	0.1	11.5	-2.2	15.7	-5.6	-0.8
NC1=NCC(O)=C1c1nc2ccccc2[nH]1	-4.8	0.1	-3.0	0.3	-3.2	9.8	0.3	0.6	1.1

# Next section.
SMILES	CHRM5 PAM	M5 ag	CHRM4 PAM	M1 ag parental	M4 antag	CHRM5 antagonist	CHO-K1 Ca PAM	CHO-K1 Ca antag	CHRM4 agonist
CC(=O)N1CCN(S(=O)(=O)c2cccc(C(=O)NCc3ccc(F)cc3)c2)CC1	2.0	3.2	0.1	0.3	-2.2	10.6	-1.3	-9.8	0.9
O=S(=O)(c1ccc(Cl)cc1)N1CCN(c2ncccn2)CC1	-2.6	-2.4	-0.2	-0.6	-5.6	2.0	5.9	-8.2	2.4
CCn1c(/C=C/c2c(C)n(CC)c3ccccc23)nc2ccccc2c1=O	1.8	-0.4	-11.7	0.6	12.1	1.5	-3.9	1.5	0.9
CSCCC(=O)N1CCN(CC(=O)N2CCCC2)CC1	4.9	-4.2	11.4	0.6	-17.1	-1.7	19.4	-11.5	4.9
C1CCCCCC(=NNc2nn[nH]n2)CCCCC1	7.3	2.4	-8.7	0.8	0.2	0.9	18.7	-2.3	0.5
O=C(Nc1cccc(N2C(=O)C3CCCCC3C2=O)c1)c1ccccc1 (configuration not stated)	0.4	3.1	-4.6	3.6	-0.4	-0.2	2.2	-1.8	8.2
CC(C)c1ccccc1OCC(=O)NC1CCCc2ccccc21 (configuration not stated)	-7.7	-5.2	-6.7	-0.9	-8.9	-8.4	-13.5	12.3	-2.5
CCOc1ccccc1NC(=S)NC(=O)c1ccco1	-4.2	-3.2	-3.4	0.8	4.3	13.4	12.7	-11.1	1.2
Cc1nc2cc(NC(=O)N3CC4(C)CC3CC(C)(C)C4)ccc2n1C (configuration not stated)	-4.9	-2.1	-11.0	1.6	8.3	8.2	9.7	-6.5	1.3
Cc1csc(NC(=O)CSCc2c(C)noc2C)n1	-0.3	1.5	-1.0	0.8	-0.8	8.1	-7.1	-9.1	0.9
COc1ccc(CCNC(=O)CCCOc2ccc(C)cc2)cc1OC	4.6	1.3	1.8	0.2	1.1	-7.3	14.8	-4.1	1.2
CCn1c(=O)c(C(C)=O)c(O)c2ccccc21	0.5	-1.1	-3.0	1.1	-1.9	4.0	10.6	-21.9	0.2
CC(=O)Nc1ccc(S(=O)(=O)NCC(=O)N2CCN(S(=O)(=O)c3cccs3)CC2)cc1	7.0	-2.5	6.7	2.1	7.2	0.1	18.5	-10.0	0.1
COCCNC(=O)CN(C(=O)Cn1nnc2ccccc21)c1cccc(C)c1C	-1.4	2.5	1.3	0.3	-5.6	2.4	10.5	-5.7	1.5
O=S(=O)(NCC(c1ccco1)N1CCc2ccccc2C1)c1ccc(Br)cc1 (configuration not stated)	2.1	-1.6	-8.1	5.3	-1.8	-5.3	28.7	-12.9	0.4
O=C(NCCN1CCCCC1)Nc1ccccc1Cl	5.5	-3.8	1.8	0.2	-5.9	-4.7	18.3	-9.7	1.7
CN(C)CCOc1ccc(C(C)(C)c2ccccc2)cc1	-0.1	-4.0	-1.6	0.2	0.2	14.1	1.8	-11.8	0.7
Cc1ccc(NP(=O)(Nc2ccc(C)cc2)Nc2ccc(C)cc2)cc1	2.7	-1.8	-0.4	-0.6	1.8	11.0	5.9	-2.6	-1.7
Cc1cc(C)c2cc(CNC3CCCC3)c(Cl)nc2c1	4.2	-7.8	5.2	0.8	-7.3	-6.9	21.8	-21.6	4.0
CCOc1ccccc1C(=O)Nc1nnc(Cc2ccc(OC)c(OC)c2)s1	-1.7	0.9	3.6	1.4	4.5	-1.8	18.3	-14.7	1.5
COc1ccc(C(=O)c2ccc([N+](=O)[O-])cc2)c(OC)c1OC	1.1	0.9	2.1	1.3	13.3	6.2	4.5	-12.2	0.1
CCOC(=O)C1(C)Oc2ccc(S(=O)(=O)CC)cc2NC1=O (configuration not stated)	-12.3	7.8	-11.4	4.8	2.8	13.6	-6.3	2.3	14.1
COc1ccc([N+](=O)[O-])cc1NC(=O)C1CCCNC1=O (configuration not stated)	-2.2	-2.0	1.5	-0.2	-17.5	0.1	8.3	-0.8	0.5
Cc1ccc(S(=O)(=O)NNC(=O)c2cc3cc4ccccc4nc3s2)cc1	-16.2	-12.5	-2.7	1.8	-4.4	6.8	3.8	-14.1	1.5
CCN(CC)CCOC(=O)c1ccccc1Br	-7.7	-9.4	-9.5	0.6	-3.9	9.6	8.6	1.3	0.7
O=C(COc1cccc2ccccc12)NCc1cccnc1	5.2	-1.0	15.2	0.5	-20.6	-0.8	16.4	-16.9	1.8
COc1ccccc1N1CCN(C(=O)CCS(=O)(=O)c2ccc3c(c2)oc(=O)n3C)CC1	-6.2	-0.6	-5.3	1.0	-6.7	4.7	-4.2	-4.8	0.2
COC(=O)c1ccc(CN2CCc3ccccc32)cc1	0.1	-0.3	-0.9	0.3	6.8	-2.1	-9.1	20.6	-0.3
COc1cc(-c2nccc3cc4c(cc23)OCO4)cc(OC)c1OC	-20.5	6.0	-3.5	4.3	8.5	14.3	13.3	-9.4	13.6
N#Cc1ccsc1NC(=O)c1ccc2ncsc2c1	-4.4	3.7	-0.6	2.9	-2.4	7.0	-7.7	5.6	8.4
CN(C(=O)COC(=O)c1cc(S(=O)(=O)N2CCCCC2)ccc1N1CCOCC1)C1CCS(=O)(=O)C1 (configuration not stated)	15.3	2.2	6.9	-0.3	26.3	-8.0	-8.8	-1.6	0.0
O=C1C=C(c2ccccc2)C[C@H](c2cccs2)[C@H]1n1cnc([N+](=O)[O-])c1	1.5	-4.6	1.9	0.7	-2.2	-8.2	-5.6	-5.3	2.2
COc1ccc(C(=O)c2ccc(OC)cc2O)c(O)c1	-0.1	-9.6	1.6	0.9	3.3	-3.7	22.6	-18.3	1.0
Cc1nc(/N=C\c2ccc(N(C)C)cc2)sc1C	-11.8	-1.0	7.0	0.2	6.1	11.9	1.5	-5.4	0.7
Cc1sc2nc(C(C)C)nc(SCC(=O)NC3CC3)c2c1C	5.4	-5.5	8.3	0.4	-14.6	4.9	7.7	-7.6	0.1
CC(C(=O)NC(C)(C)C)N(C(=O)CS(=O)CC(=O)Nc1ccc(F)cc1)C1CCCC1 (configuration not stated)	2.9	-2.6	-1.1	0.1	-5.5	0.0	4.6	-5.3	1.6
COc1ccc(CNC(=O)CN2C(=O)CSc3ccc(S(=O)(=O)N4CCOCC4)cc32)c(OC)c1	-9.4	-2.6	-6.0	1.5	-5.4	20.3	-0.9	-7.7	2.2
CC(C)CCOP(=O)(c1ccc(N(C)C)cc1)C(O)c1ccc(N(C)C)cc1 (configuration not stated)	2.2	-0.2	0.3	2.3	2.2	4.1	17.4	-16.6	1.8
COc1ccccc1N1CCN(C(CNC(=O)c2ccc3c(c2)OCO3)c2cccnc2)CC1 (configuration not stated)	11.6	1.9	-2.6	0.9	-2.9	-3.9	7.5	-16.6	3.4
O=C(Nc1cccc(Cl)c1)Nc1cc(S(=O)(=O)N2CCCCC2)ccc1Cl	-18.3	4.0	-14.9	0.7	15.7	29.5*	-15.4	38.4*	9.5
COc1ccccc1S(=O)(=O)N1CCN(S(=O)(=O)c2cccs2)CC1	-7.2	0.2	13.3	0.2	-20.3	1.2	-4.7	-8.5	1.3
COc1ccc(Br)cc1/C(C)=N/NC1=NCCN1	-16.9	46.7*	-8.6	6.4	2.0	29.6*	-4.4	8.9	11.1
